# Assay outcomes as filed in PubChem BioAssay.
# SIRT5 block: SIRT5 desuccinylase inhibitors, primary screen, biochemical, fluorescence imaging, single point, set 5; Purified SirT5, succinyl-peptide AMC, trypsin-coupled fluorescence; inhibition, % at 15 µM; hit rate 1.1% among 330,000; AID 652115, 2013; in the data active = inhibition above about 15%; inconclusive = no clear call, values can overlap the other calls
# Target sequence (Q9NXA8 whole entry, looked up): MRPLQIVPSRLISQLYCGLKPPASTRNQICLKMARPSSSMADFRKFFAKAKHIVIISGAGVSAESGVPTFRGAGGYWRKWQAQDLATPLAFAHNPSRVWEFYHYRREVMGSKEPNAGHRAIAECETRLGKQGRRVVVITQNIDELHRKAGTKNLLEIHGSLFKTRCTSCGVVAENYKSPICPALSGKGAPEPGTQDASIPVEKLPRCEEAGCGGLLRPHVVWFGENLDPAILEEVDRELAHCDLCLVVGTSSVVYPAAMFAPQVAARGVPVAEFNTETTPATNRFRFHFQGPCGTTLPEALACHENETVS
# esBAF inh: Bmi1 luciferase reporter increase in mESCs, primary screen, esBAF inhibitor project, mouse ES cells, Bmi1 luciferase knock-in, single point; 24 h; 100% = twice the neutral-well signal; reporter increase, % at 12.5 µM; hit rate 2% among 350,000; AID 602393, 2012; in the data active = activation above about 40%; inconclusive = no clear call, values can overlap the other calls;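 note: 0% = median of the plate's neutral control wells and 100% = double that signal; a rise in the Bmi1 reporter signal indicates esBAF inhibition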
# LGR2 antag: inhibitors of bursicon-induced LGR2 CRE-luciferase signal, primary screen, cell-based, HEK293, CRE-luciferase reporter, bursicon stimulation. Drosophila bursicon receptor LGR2 (rickets). hit rate 0.35% among 380,000. inhibition, % at 9.99 µM. bursicon-stimulated, 4 h;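 active = drop in luminescence signal, shown as inhibition above about 50% in the replicate tests, limit read from the data, passing the limit was not always enough; inconclusive = probably only some replicates passing the limit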;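 note: agonist challenge used bursicon conditioned medium at about half maximal strength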
# Statin myotox sup: suppressors of statin myotoxicity in C2C12 myotubes, primary screen, cell-based, single point, plate reader; C2C12 myotubes + simvastatin, ATP luminescence, 48 h; scaled: DMSO 0, geranylgeraniol control 100; rescue of ATP level, % at 7.49 µM; hit rate 0.78% among 330,000; AID 602340, 2012;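 active = mean ATP rescue above about 67%, or every replicate alone reaching that limit, limit read from the data, passing the limit was not always enough; inconclusive = no clear call, values can overlap the other calls; inactive = mean under the limit and some replicate under it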;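 note: myotubes were challenged with 10 µM simvastatin during compound exposure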
# S100A4 inh HTS: inhibitors of S100A4-myosin IIA peptide binding, primary screen, biochemical, fluorescence polarization, TAMRA-MyoIIA peptide. Protein S100-A4 (Homo sapiens), P26447. inhibition, % at 10.7 µM. hit rate 0.14% among 360,000;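 active = mean inhibition of at least 70% across replicates, with every replicate also reaching that level; inconclusive = mean inhibition reaches 70% but some replicates fall short; inactive = mean inhibition below 70%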
# Target sequence (P26447 whole entry, looked up): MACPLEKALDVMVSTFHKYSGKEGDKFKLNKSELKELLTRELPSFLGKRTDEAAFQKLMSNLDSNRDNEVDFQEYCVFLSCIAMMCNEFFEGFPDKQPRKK
#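 Test system – S100A4 monomer (human) · Compound – single-point compound testing · Schedule – 5 min incubation before reading · Probe or stimulus – TAMRA-labelled myosin IIA heavy-chain peptide probe, 5 nM · Benchmarks – neutral control DMSO, positive control TFP · Medium – Calcium-containing HEPES buffer, pH 7.2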
# Casp6 inh: human caspase-6 inhibitors, primary screen, biochemical, VEID-R110 fluorescence, single point, set 2; purified caspase-6, Z-VEID-R110 cleavage fluorescence; AID 686996, 2013; inhibition, % at 12.5 µM; hit rate 0.53% among 350,000;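 active = mean inhibition across replicates at least about 35%, with every replicate also reaching that limit, limit read from the data; inconclusive = only one of the two criteria met; inactive = neither criterion met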;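 note: 0% = median of neutral control wells and 100% = no fluorescence left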
# Target sequence (P55212 24-179 limits assumed): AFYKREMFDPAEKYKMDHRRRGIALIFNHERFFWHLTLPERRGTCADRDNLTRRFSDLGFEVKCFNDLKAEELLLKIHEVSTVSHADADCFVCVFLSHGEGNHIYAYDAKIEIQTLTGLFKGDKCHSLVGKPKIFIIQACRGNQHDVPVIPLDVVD
# Target sequence (P55212 194-293 limits assumed): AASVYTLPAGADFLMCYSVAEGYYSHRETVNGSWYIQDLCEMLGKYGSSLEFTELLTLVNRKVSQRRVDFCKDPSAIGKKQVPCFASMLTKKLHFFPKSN
# FN deposit inh: inhibitors of fibronectin matrix deposition, primary screen, AH1F cells, Alexa488-fibronectin fluorescence, plate reader; AH1F fibroblasts, overnight; inhibition, % at 12.6 µM; hit rate 0.086% among 350,000;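 active = mean inhibition across replicates of 30% or more, regardless of how many single replicates reach that level; inconclusive = mean under 30% yet at least half of replicates reach 30%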;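 note: positive control wells lacked labelled fibronectin entirely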
#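 Test system: AH1F fibroblast monolayer depositing Alexa488-labelled fibronectin into matrix. Input: 10000 cells per well. Technique: fluorescence, ex 485 nm, em 525 nm. Buffer or medium: DMEM plus 2% serum, read in PBS. Timing: 1 h cell adhesion before compound, then overnight fibronectin incubation. Compound: single dose, pinned. Read-out basis: inhibition from reduced deposited-fibronectin fluorescence.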
# Starred values were filed as active, the others as inactive; ? = inconclusive; · = no result given; & = joins results of further samples. A portion of the library (hit frequency here may not be typical).
nr	Structure	Statin myotox sup	LGR2 antag	esBAF inh	SIRT5 block	Casp6 inh	S100A4 inh HTS	FN deposit inh
1	C[C@H](CO)N1C[C@H](C)[C@@H](CN(C)S(C)(=O)=O)Oc2ccc(NC(=O)CCC(F)(F)F)cc2C1=O	-3&4	13&-21	-1&2	3	3&1	2&-1	-10
2	COCCN(C(=O)CNC(=O)c1ccco1)C(C(=O)NC1CCCCC1)c1cccnc1 (stereo not given)	14	-12	-3	-5	-2	4	-2
3	C[C@@H]1CCCCO[C@H](CN(C)CC2CCCCC2)[C@@H](C)CN([C@H](C)CO)C(=O)c2cc(NS(=O)(=O)c3ccc(F)cc3)ccc2O1	8	-8	1	-1	-3	10	·
4	CC(C(=O)Nc1nnc(C2CC2)s1)N1C(=O)C2CC=CCC2C1=O (stereo not given)	-7	1	0	-2	-2	4	-3
5	Cc1noc(C)c1C(=O)Nc1nnc(CC(C)C)s1	-4	-7	-3	3	-1	-2	4
6	CCCn1cc(S(=O)(=O)CC(=O)Nc2ccc(OCC)cc2)c2ccccc21	9	·	-13	·	·	·	4
7	CN1C(=O)c2cc(NC(=O)c3cccs3)ccc2OC[C@@H]2O[C@@H](CC(=O)O)CC[C@@H]21	32	12	4	·	·	·	-1
8	CC(=O)Nc1cccc(Oc2ncnc3scc(-c4ccc(C)cc4)c23)c1	35	-8	5	-3	1	-5	2
9	CN(C)c1ccc(/C=N/n2cnn(Cc3ccccc3Cl)c2=S)cc1	·	-30	·	1	-1	-3	-12
10	CCOC(=O)c1ccc(S(=O)(=O)NCC(C)(C)N2CCOCC2)cc1	·	4	·	-1	-3	-1	-6
11	C[C@@H]1CN([C@@H](C)CO)C(=O)Cc2cc(NC(=O)Nc3cccc4ccccc34)ccc2O[C@@H]1CN(C)Cc1ccc(Oc2ccccc2)cc1	-76	-9	-4	3	-5	4	·
12	Cc1cccc(S(=O)(=O)N2C[C@@H](O)COC[C@H]3O[C@@H](CC(=O)N4CCN(C)CC4)CC[C@@H]32)c1	4	-44	-6	0	-1	11	-3
13	COc1ccc(CN(C)C[C@H]2OCCCC[C@@H](C)Oc3ccc(NS(=O)(=O)c4c(C)noc4C)cc3C(=O)N([C@@H](C)CO)C[C@H]2C)cc1	·	-8	2	-1	-1	-49	·
14	Cc1noc(C)c1S(=O)(=O)Nc1ccc2c(c1)C(=O)N([C@H](C)CO)C[C@@H](C)[C@H](CN(C)Cc1ccc(C(F)(F)F)cc1)OCCCC[C@@H](C)O2	·	6	17	24*	0	-3	·
15	O=C(CN1CCN(c2ccccc2)CC1)Nc1cccc(C(F)(F)F)c1	-39	17	0	0	0	-3	·
16	O=C(CCn1c(=O)[nH]c2ccccc2c1=O)N1CCN(c2ccc(Cl)cc2)CC1	-3	·	-2	·	·	·	1
17	COc1ccccc1-n1c(CNC(=O)c2cccs2)n[nH]c1=S	·	13	·	-1	-3	1	-3
18	CCCNC(=O)N(C)C[C@@H]1Oc2cc(-c3ccccc3F)ccc2S(=O)(=O)N([C@@H](C)CO)C[C@H]1C	2	-5	-8	-2	0	10	1
19	Nc1ccn(CCCN2CCN(C(=O)C3CC3)CC2)c(=O)n1	5	-18	-1	-1	4	-4	-1
20	CCN(CC)CCNC(=O)C1c2cc(OC)c(OC)cc2C(=O)N2CCc3ccccc3C12 (stereo not given)	-7	·	-5	·	·	·	-5
21	COCC(=O)Nc1nc(-c2ccc(-c3ccccc3)cc2)cs1	-4	-24	?	10	0	4	-9
22	CCOc1ccc(CCNC(=O)Nc2ccccc2C)cc1OCC	12	13	0	-2	0	9	0
23	COc1ccc(Cl)cc1NS(=O)(=O)c1cccc(C(=O)NCCCN2CCOCC2)c1	2	2	7	·	0	-3	1
24	CCOc1cc(CN2CCCC(N3CCN(c4ccc(F)cc4)CC3)C2)ccc1OC (stereo not given)	-1	6	2	2	-5	-8	5
25	NS(=O)(=O)c1cccc(NC(=O)COC(=O)CCC2CCCC2)c1	1	-4	-3	1	1	0	7
26	C[C@@H]1CN([C@H](C)CO)C(=O)Cc2cc(NS(=O)(=O)c3cccs3)ccc2O[C@@H]1CN(C)Cc1ccc(C(=O)O)cc1	39	15	2	-4	-5	-10	·
27	Cc1ccc(NC(=O)CN2C(=O)N/C(=C\c3ccco3)C2=O)cc1	15	-6	-2	2	5	-6	-9
28	COc1cccc(CN2CCN(Cc3cccc(Oc4ccccc4)c3)CC2)c1OC	-4	-10	0	0	·	1	-4
29	O=S(=O)(N1CCOCC1)N1CCOCC1	1	3	0	-1	2	-4	-8
30	C[C@H]1CN([C@@H](C)CO)C(=O)c2cc(NC(=O)Nc3ccc4c(c3)OCO4)ccc2O[C@H]1CN(C)C(=O)Nc1ccc2c(c1)OCO2	0	-1	0	16*	-4	-15	·
31	CCO[C@H]1OC(C(=O)N2CCN(C)CC2)=C[C@@H](c2ccc3c(c2)OCO3)[C@@H]1CCCO	1	22	-7	·	·	-8	-2
32	C[C@@H]1CN([C@@H](C)CO)S(=O)(=O)c2ccc(C3=CCCCC3)cc2O[C@H]1CN(C)C(=O)C1CCC1	-60	12	3	4	-1	-7	·
33	COCc1c(C#N)c(NCc2cc(OC)c(OC)c(OC)c2)nc(C)c1[N+](=O)[O-]	·	·	·	0	0	0	2
34	COc1ccccc1NC(=O)C1CC(O)CN1C(=O)Oc1ccccc1 (stereo not given)	22	-8	0	·	0	-14	7
35	C[C@H]1CN([C@@H](C)CO)C(=O)c2cccc(NC(=O)C3CCCCC3)c2O[C@H]1CN(C)Cc1ccccc1	-49	-2	-3	3	0	3	·
36	CCOC(=O)c1c(NC(=O)CSc2nccc(=O)[nH]2)sc(C)c1C	1	9	-4	7	0	2	-2
37	CCN(CCNC(=O)C1CCCN(c2ncnc3c2nc2n3CCCCC2)C1)Cc1ccccc1 (stereo not given)	-10	-10	2	3	7	2	1
38	N#CC1=C(c2ccc(-c3ccccc3)cc2)COC1=O	·	-31	·	6	·	-21	7
39	COc1cc(CCC(=O)OCC(N)=O)cc(OC)c1OC	7	-38	-4	0	1	-13	7
40	CCCn1c(O)c(N=N)c2ccccc21	14	-34	-1	-1	-6	2	-9

# Full records, looked up by structure.
# CCO[C@H]1OC(C(=O)N2CCN(C)CC2)=C[C@@H](c2ccc3c(c2)OCO3)[C@@H]1CCCO is entered as Statin myotox sup: 1; LGR2 antag: 22; esBAF inh: -7; SIRT5 block: ·; Casp6 inh: ·; S100A4 inh HTS: -8; FN deposit inh: -2
# CCOc1ccc(CCNC(=O)Nc2ccccc2C)cc1OCC is entered as Statin myotox sup: 12; LGR2 antag: 13; esBAF inh: 0; SIRT5 block: -2; Casp6 inh: 0; S100A4 inh HTS: 9; FN deposit inh: 0

# (more compounds)
nr	Structure	Statin myotox sup	LGR2 antag	esBAF inh	SIRT5 block	Casp6 inh	S100A4 inh HTS	FN deposit inh
41	C[C@@H]1CN([C@H](C)CO)C(=O)c2cc(NC(=O)Nc3cccc4ccccc34)ccc2O[C@@H]1CN(C)CC1CCCCC1	30	10	-6	-4	2	6	·
42	COC(=O)CC1SC(=O)NC1=Nc1ccc(O)cc1 (stereo not given)	0	1	-6	-1	5	-5	·
43	CC/C(=N/Nc1ccccc1C)c1cnnc(SC)n1	·	·	·	-5	-1	0	3
44	O=C(C1CCOCC1)N1CC(=O)N2[C@H](C1)[C@@H](c1ccc(C#CC3CCCCC3)cc1)[C@@H]2CO	·	-8	·	-4	3	24	-12
45	CC(C)(CO)NCc1c(OCc2ccc(Cl)cc2)ccc2ccccc12	-13	-10	4	-1	1	-2	0
46	CC(=O)NC(c1ccc2ccccc2c1)c1ccc2cccnc2c1O (stereo not given)	-6	20	-45	2	-3	-4	-11
47	CCc1cccc(CC)c1N1C(=O)CSCC1=O	-4	17	-4	·	0	-6	2
48	CC(C)NC(=O)N(C)C[C@@H]1Oc2ncc(C#CCN(C)C)cc2C(=O)N([C@H](C)CO)C[C@@H]1C	4	-5	-1	-1	2	-2	·
49	COCCN(C(=S)Nc1cc(C)ccc1C)C(C)c1cccnc1 (stereo not given)	·	·	·	·	3	7	1
50	COc1cccc(NC(=O)N(C)C[C@H]2Oc3ncc(/C=C/c4ccccc4)cc3C(=O)N([C@@H](C)CO)C[C@@H]2C)c1	20	20	14	-9	2	14	·
51	COc1cccc(C2/C(=C(/O)c3ccc4c(c3)CC(C)O4)C(=O)C(=O)N2c2nnc(C)s2)c1 (stereo not given)	11	-14	2	0	2	2	4
52	COc1cc(C2C(C#N)=C(N)OC3=C2C(=O)CCC3)ccc1OC(=O)N1CCOCC1 (stereo not given)	-7	-1	-5	-1	1	2	·
53	COc1ccc(C(=O)C[n+]2cc(-c3ccc(OC)cc3)n3c2CCCC3)cc1	-96	35&12	-38	-2&-2	-5&-6	-13&7	10&-7
54	CCCCCCn1c(=O)n2n(c1=O)C[C@]1(OC(=O)NCc3ccco3)CN(S(=O)(=O)c3ccc(C)cc3)C[C@]1(O)C2	0	4	-3	-3	1	0	9
55	CCc1cccc(C)c1NC(=O)CSc1ncn[nH]1	-1	·	-3	·	·	·	1
56	O=C(C[C@@H]1C[C@@H]2c3cc(NC(=O)NC4CCCC4)ccc3O[C@@H]2[C@H](CO)O1)NCCc1ccccc1	-7	1	-11	-3	0	-12	-22
57	O=C(NCCCNC(=O)c1ccco1)c1ccc(Cl)c(Cl)c1	-24	0	-9	-5	-1	-6	3
58	Cc1nc(C(F)(F)F)ccc1C(=O)Nc1ccccc1N1CCOCC1	2	-6	3	1	4	-5	·
59	C[C@@H]1CCCCO[C@H](CN(C)C(=O)Nc2cccc3ccccc23)[C@H](C)CN([C@H](C)CO)C(=O)c2cc(N(C)C)ccc2O1	-2	19	-1	0	-4	-8	·
60	CCCNC(=O)Nc1ccc2c(c1)OC[C@@H](C)N(CC1CCCC1)C[C@@H](C)[C@H](OC)CN(C)C2=O	12	3	6	1	0	5	-4
61	CCOC(=O)c1ccc(COC(=O)CNC(=O)CNC(=O)Cc2ccccc2)cc1	7	6	-1	1	-1	-3	2
62	NC(=O)c1nnsc1-c1ccco1	3	-1	-1	2	-1	-1	-5
63	O=C(O)C1C2CC2CN1C(=O)c1ccc(Cl)cc1Cl (stereo not given)	·	37	·	-2	2	0	-3
64	O=C(NCc1ccco1)c1ccc2c(c1)N(Cc1ccccc1)C(=O)CS2	-2	5	2	·	·	·	1
65	CCC(CCC(=O)NNC(=O)Cc1ccc([N+](=O)[O-])cc1)C(=O)O (stereo not given)	-22	1	1	1	2	-2	-5
66	Cc1ccc(-c2c(C(=O)N/N=C/c3ccsc3)nnn2-c2nonc2N)cc1	19	-5	-8	-11	1	-1	6
67	C[C@H]1CN([C@@H](C)CO)C(=O)c2cccc(NC(=O)C3CCCCC3)c2O[C@H]1CN(C)Cc1ccc(-c2ccccc2)cc1	·	21	1	·	·	·	-8
68	CCN(C(=O)COC(=O)/C=C/c1ccco1)c1c(N)n(Cc2ccccc2)c(=O)[nH]c1=O	-2	-29	-2	-2	17	11	11
